# Compound activity (PubChem BioAssay)
# M1 PAM parental – nonselective calcium activators in parental CHO-K1 cells, primary screen, counter-screen for M1 PAM project, cell-based, Fluo-8 calcium fluorescence, full deck, 1536-well; AID 602247, 2012; activation, % at 3 µM; actives 0.02% (n = 360,000); ATP EC20; 0% at ATP EC20, 100% at ATP max;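 active = activation above the run cutoff, the mean activation of all test compounds plus 3 SD, cut at about 40% in these data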;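 also: peak over basal fluorescence ratio in a 140 s read after ATP addition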
# TAAR1 ag – human TAAR1 agonists, primary screen, Fluo-8 calcium fluorescence, CHO RD-HGA16 cells. vehicle wells 0%, saturating PEA agonist 100%. Trace amine-associated receptor 1 (Homo sapiens), Q96RJ0. AID 624467, 2012. actives 0.99% (n = 360,000). activation, % at 3 µM;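 active = activation above the mean activation of all test compounds in the run plus 3 SD, cut at about 38% in these data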
# Target sequence (Q96RJ0 whole entry, looked up): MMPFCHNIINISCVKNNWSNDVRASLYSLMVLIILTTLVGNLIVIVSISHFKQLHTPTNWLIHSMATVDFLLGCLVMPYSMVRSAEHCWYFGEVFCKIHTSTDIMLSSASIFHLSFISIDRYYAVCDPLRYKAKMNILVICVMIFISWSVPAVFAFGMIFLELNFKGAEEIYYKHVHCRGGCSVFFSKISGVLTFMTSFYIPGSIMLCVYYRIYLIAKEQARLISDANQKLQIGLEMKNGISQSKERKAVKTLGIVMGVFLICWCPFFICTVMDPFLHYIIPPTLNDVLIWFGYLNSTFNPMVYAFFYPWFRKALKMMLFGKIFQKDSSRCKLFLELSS
#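 Signal – calcium-sensitive Fluo-8 signal, excitation 470-495, emission 515-575 nm · System – RD-HGA16 (CHO) cells co-expressing Gα16 and hTAAR1 · Incubation – 17-24 h seeding, 75 min 37 °C dye, 30 min RT · Compound dosing – 3 µM single concentration · Repeats – no replicates (n 1)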
# CHRM5 agonist – human M5 muscarinic receptor agonists, primary screen, CHO-K1 cells, Fluo-8 calcium fluorescence. Muscarinic acetylcholine receptor M5 (Homo sapiens), P08912. CHO-K1 hM5 cells; 0% DMSO wells, 100% maximal acetylcholine response. activation, % at 3 µM. actives 0.19% (n = 360,000);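 active = activation above the run's mean over test compounds plus 3 SD, cut at about 23% in these data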;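 also: signal is peak over basal fluorescence ratio across the kinetic read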
# CHRM5 antagonist – human M5 muscarinic receptor antagonists, primary screen, CHO cells, Fluo-8 calcium fluorescence; Muscarinic acetylcholine receptor M5 (Homo sapiens), P08912; actives 0.59% (n = 360,000); inhibition, % at 3 µM; CHO-hM5 cells, ACh EC80;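 active = inhibition above a per-plate cutoff, the mean of that plate's test compounds plus 3 SD, cut at about 27% in these data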;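 also: 0% = acetylcholine EC80 with DMSO and 100% = DMSO without agonist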
# TAAR1 antag – human TAAR1 antagonists, primary screen, Fluo-8 calcium fluorescence, CHO RD-HGA16 cells | Trace amine-associated receptor 1 (Homo sapiens), Q96RJ0 | antagonist | inhibition, % at 3 µM | actives 1.5% (n = 360,000) | AID 624466, 2012;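 active = inhibition above a per-plate cutoff, the mean inhibition of test compounds on that plate plus 3 SD, cut at about 49% in these data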;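 also: 0% = DMSO plus EC80 beta-PEA response and 100% = DMSO alone without agonist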
#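 Test system: CHO RD-HGA16 cells bearing hTAAR1 | Reagent: β-PEA, EC80 | Compound dosing: 3 µM, single point | Schedule: Dye loading 75 min at 37 °C, then 30 min room temperature | Signal: Calcium fluorescence with Fluo-8 | Evaluation: Percent inhibition of PEA-evoked calcium signal, max/basal emission ratio | Control set: DMSO-only wells and EC80 β-PEA-stimulated wells | Repeats: Singlicate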
# CRFR2-BP ag – agonists of CRF-BP/CRF-R2 complex, primary screen, cell-based, HEK293, calcium dye fluorescence, uHTS | CRF-binding protein / CRF receptor 2 complex (human) | calcium dye fluorescence (FLIPR); percent of saturating CRF peptide response | activation, % at 13.2 µM | actives 0.46% (n = 350,000) | AID 588473, 2011;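 active = activation of at least 50%, plus an integration ratio under a set limit after plate pattern correction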;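 also: plate controls were neutral control wells without compound for no effect and CRF at EC100 for full effect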
# M5 PAM – human M5 muscarinic receptor positive allosteric modulators, primary screen, CHO-K1 cells, Fluo-8 calcium fluorescence; Muscarinic acetylcholine receptor M5 (Homo sapiens), P08912; AID 624038, 2012; actives 0.3% (n = 360,000); activation, % at 3 µM; CHO-K1 hM5, ACh EC20 PAM; 0% = ACh EC20, 100% = ACh EC100;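 active = activation above the run cutoff, the mean activation of all test compounds plus 3 SD, cut at about 18% in these data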
#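 System: CHO-K1 cell line with stable human muscarinic M5 receptor expression | Also added: EC20 acetylcholine as agonist stimulus | Compound: One concentration, 3 µM final (nominal) | Timing: Fluo-8 loading 80 min at 37 °C plus 30 min room temperature | Measured by: Fluo-8 calcium dye fluorescence, kinetic read | Read-out basis: % activation, ACh-normalized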
# CRFBP-R2 block – antagonists of CRF-BP/CRF-R2 complex, primary screen, cell-based, HEK293, calcium dye fluorescence, uHTS. CRF-induced calcium fluorescence. inhibition, % at 11.8 µM. actives 0.59% (n = 350,000). AID 588475, 2011;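 active = inhibition of the ligand-induced calcium signal above about 50% at the single tested concentration, limit read from the data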
# CHRM4 PAM – human M4 muscarinic receptor positive allosteric modulators, primary screen, CHO-K1 cells, Fluo-8 calcium fluorescence; Muscarinic acetylcholine receptor M4 (Homo sapiens), P08173; CHO-K1 hM4/Gqi5, ACh EC20; 0% = ACh EC20, 100% = maximal ACh; activation, % at 3 µM; actives 0.4% (n = 360,000); AID 624126, 2012;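 active = activation above its plate's cutoff, the mean activation of sample wells plus 3 SD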; also: some results filed as inactive read as strong as hits
# Target sequence (P08173 whole entry, looked up): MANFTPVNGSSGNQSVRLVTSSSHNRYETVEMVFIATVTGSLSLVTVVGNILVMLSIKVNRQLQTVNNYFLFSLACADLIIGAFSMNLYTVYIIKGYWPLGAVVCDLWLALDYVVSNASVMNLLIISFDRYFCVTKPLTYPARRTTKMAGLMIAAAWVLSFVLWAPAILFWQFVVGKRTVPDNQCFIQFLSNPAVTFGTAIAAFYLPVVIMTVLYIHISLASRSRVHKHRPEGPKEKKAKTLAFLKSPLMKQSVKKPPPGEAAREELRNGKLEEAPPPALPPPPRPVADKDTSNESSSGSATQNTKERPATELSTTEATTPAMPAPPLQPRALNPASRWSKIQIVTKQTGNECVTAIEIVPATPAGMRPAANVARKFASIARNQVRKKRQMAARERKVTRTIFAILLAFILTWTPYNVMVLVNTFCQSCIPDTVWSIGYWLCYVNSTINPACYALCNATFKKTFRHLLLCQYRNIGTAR
# Starred values were filed as active, the others as inactive; x = not tested or not shown.
SMILES,M1 PAM parental,TAAR1 ag,CHRM5 agonist,CHRM5 antagonist,TAAR1 antag,CRFR2-BP ag,M5 PAM,CRFBP-R2 block,CHRM4 PAM
CN(c1ccccc1)S(=O)(=O)c1cccc(C(=O)Nc2cccc(C(=O)NC3CC3)c2)c1,6,11,6,7,17,0.8,-19,5,-9
CCCCOC(=O)c1ccc(Nc2ccc([N+](=O)[O-])cn2)cc1,22,0,-2,0,-26,-1.6,-1,10,6
COc1ccccc1OCCC(=O)OCC(=O)NC(C)c1ccccc1 (stereo unspecified),11,1,0,-2,13,-7.9,-2,21,0
O=C(CSc1cc([N+](=O)[O-])cc(S(=O)(=O)Cc2ccccc2)c1)NC1CC1,-10,1,-3,6,-5,-1.1,-2,33,0
O=C(NNC(=O)c1ccncc1)Nc1ccc([N+](=O)[O-])cc1,5,10,3,-10,-11,0.4,6,3,-4
COc1ccc2o/c(=N/NC(=O)c3cccs3)c(C(N)=O)cc2c1,4,10,0,8,21,21,-4,-4,6
Cc1cc(NC(=O)c2cccc(N3C(=O)CCC3=O)c2)no1,10,-2,0,-4,-3,3.3,-2,5,4
CCOC(=O)c1cc2nc(-c3ccccc3)cc(C)n2n1,22,-2,-1,0,11,1.9,-3,16,2
Clc1ccccc1-c1nnc(-c2cccs2)o1,23,7,-5,5,15,1.5,-10,-23,0
Cc1ccccc1CC1(CO)CCCN(C(=O)c2ccoc2)C1 (stereo unspecified),16,7,2,10,-17,0.1,-1,12,0
O=C(c1ccc(CNS(=O)(=O)c2cccc(Cl)c2)cc1)N1CCCC1,-11,7,2,10,8,0.3,3,26,3
O=C(Nc1ccc2c(c1)OCO2)C1CC(c2ccc(Cl)cc2)=NO1 (stereo unspecified),14,27,-5,-3,15,0.7,2,-8,-2

# Brought forward from above: 3 compounds, then new ones.
SMILES,M1 PAM parental,TAAR1 ag,CHRM5 agonist,CHRM5 antagonist,TAAR1 antag,CRFR2-BP ag,M5 PAM,CRFBP-R2 block,CHRM4 PAM
Cc1ccccc1CC1(CO)CCCN(C(=O)c2ccoc2)C1 (stereo unspecified),16,7,2,10,-17,0.1,-1,12,0
O=C(c1ccc(CNS(=O)(=O)c2cccc(Cl)c2)cc1)N1CCCC1,-11,7,2,10,8,0.3,3,26,3
O=C(Nc1ccc2c(c1)OCO2)C1CC(c2ccc(Cl)cc2)=NO1 (stereo unspecified),14,27,-5,-3,15,0.7,2,-8,-2
CC(c1ccco1)N(C(=O)C12CC3CC(CC(C3)C1)C2)c1ccccn1 (stereo unspecified),7,2,-2,17,-6,-1.8,-9,20,-6
CC1CCN(C(=O)CCCNC(=O)Cn2cnc3sc4c(c3c2=O)CCCC4)CC1,11,0,0,6,2,1.0,-7,-1,0
CCOc1nc(-c2ccccc2Cl)ccc1C#N,15,6,-12,14,17,3.0,-13,-2,11
Cc1nn(C)c(C)c1NS(=O)(=O)c1cccc(Br)c1,0,2,6,0,5,1.6,-6,-10,-3
O=C(CSc1ncccn1)NCc1ccccc1Cl,4,5,-4,0,13,-1.6,1,-6,3
NC(=O)C(=O)N/N=C/c1c2ccccc2cc2ccccc12,-2,0,-3,-3,4,-1.3,8,-1,5
Cc1ccc(NC(=O)C(=O)NCCOc2ccccc2Cl)cc1,11,0,1,-3,13,3.0,0,-48,-2
Oc1ccc2ccccc2c1CNc1ccc2ccccc2c1,9,1,1,6,-10,3.6,0,-25,2
COc1cc2ccccc2cc1C(=O)NCc1ccncc1,16,0,0,6,-2,-0.5,-1,-7,4
Cc1n[nH]c(=S)n1/N=C/c1ccccc1OCc1ccc(Cl)cc1,5,4,-8,6,7,0.3,-4,-14,-17
COC(=O)c1ccc(-n2ccnc2)cc1,13,7,-1,-9,-13,1.1,-3,-1,-4
Cc1ccc(S(=O)(=O)N(C)C)cc1NC(=O)COC(=O)C1CC(=O)N(c2ccc3c(c2)OCCO3)C1 (stereo unspecified),2,1,-2,2,-22,0.2,-1,10,6

# Reformatted with values under each structure: 2 of the compounds above.
# Fields – M1 PAM parental | TAAR1 ag | CHRM5 agonist | CHRM5 antagonist | TAAR1 antag | CRFR2-BP ag | M5 PAM | CRFBP-R2 block | CHRM4 PAM
> CC(c1ccco1)N(C(=O)C12CC3CC(CC(C3)C1)C2)c1ccccn1 (stereo unspecified)
    7 | 2 | -2 | 17 | -6 | -1.8 | -9 | 20 | -6
> CC1CCN(C(=O)CCCNC(=O)Cn2cnc3sc4c(c3c2=O)CCCC4)CC1
    11 | 0 | 0 | 6 | 2 | 1.0 | -7 | -1 | 0

# Later entries.
SMILES,M1 PAM parental,TAAR1 ag,CHRM5 agonist,CHRM5 antagonist,TAAR1 antag,CRFR2-BP ag,M5 PAM,CRFBP-R2 block,CHRM4 PAM
CCCCCOc1ccc(NC(=O)C2OC3OC(C)(C)OC3C3OC(C)(C)OC23)cc1 (stereo unspecified),22,1,0,2,3,0.3,1,19,4
CC[C@]12c3[nH]c4ccccc4c3CCN1C(=O)C(CC(=O)NCCCn1ccnc1)C[C@@H]2C(=O)N1CCN(C(=O)c2ccco2)CC1 (stereo partly specified),-5,7,0,13,-5,-2.1,-6,6,-4
Cc1cc(=O)[nH]c(SCC(=O)NC2CCCc3ccccc32)n1 (stereo unspecified),18,2,1,-1,-15,-1.5,2,2,-6
COc1ccc(-c2cnnn2-c2ccc(N)cc2)cc1OC,13,2,3,-3,16,-0.8,1,13,5
CC(=O)Nc1cccc(C(=O)Nc2ccc(S(=O)(=O)NC3=NCCCCC3)cc2)c1,19,0,-3,-1,-14,0.2,6,-2,6
O=C1c2ccccc2C(=O)N1CCSc1ccccc1,-1,x,0,2,x,-0.5,3,-6,2
COc1nc(-c2ccccc2)ccc1-c1noc(C)n1,1,-2,0,0,-2,0.1,-1,-7,2
ClCc1nnc(-c2cc3c(s2)CCCC3)o1,1,-1,-4,11,-16,0.3,1,-3,-6
Cn1c(COc2cccc3cccnc23)nnc1SCC(=O)O,25,10,1,7,4,-1.4,3,1,-1
Cc1nc(-c2ccccc2)sc1C(=O)/C=C/c1ccccc1,28,10,2,-8,22,8.4,7,-23,0
Cc1nn(C)c(C(=O)Nc2cccc(Nc3ccccc3)c2)c1[N+](=O)[O-],-12,3,-4,7,5,x,-6,x,3
COc1ccc(OCc2nnc(SC3CCOC3=O)n2-c2ccccc2)cc1 (stereo unspecified),-11,8,2,7,-4,-0.8,-5,7,0
Cn1c(CN2CCN(C(=O)c3ccccc3)CC2)nc2cc([N+](=O)[O-])ccc21,2,3,0,-2,-18,-0.8,5,18,-1
CCOC(=O)c1c(NC(=O)CSc2nnnn2C)sc(C)c1C,23,4,-11,0,-7,-1.0,4,-2,2
Cc1ccc2nc(SCc3nnc(-c4ccccc4Br)o3)[nH]c2c1,12,8,2,10,15,-0.5,-7,-5,-7
Cc1ccccc1Nc1nc(CSc2nnc(-c3ccoc3C)n2C)cs1,15,0,-2,6,0,5.6,-3,-7,6
O=C(c1cccs1)N1N=C(c2ccccc2)CC1c1ccc(O)cc1 (stereo unspecified),21,1,2,2,-20,1.1,2,-3,13
COc1cc(/C=N/n2c(COc3ccccc3)n[nH]c2=S)cc(Br)c1O,11,-1,-2,10,-12,-0.8,-2,9,-2
Cc1nn(-c2ccccc2)c(N)c1C1(O)C(=O)N(C(C)C)c2ccccc21 (stereo unspecified),-6,-1,2,1,2,-0.1,1,25,-1
Cc1n[nH]c(=O)nc1NCc1ccccc1Cl,-7,9,-1,3,-14,1.1,-1,-2,0
CSC(=NNC(=O)c1ccccc1O)SC,0,-2,1,-6,1,0.5,0,5,4
O=C(CN1C(=O)CCS(=O)(=O)c2ccccc21)NCCc1ccccc1,-23,16,-1,-2,-4,-0.1,-1,10,1
CSCCC(NC(=O)c1ccco1)C(=O)N1CCN(c2ccccc2O)CC1 (stereo unspecified),3,1,2,6,12,44,-2,-8,-2
Cn1c(CCc2ccccc2)n[nH]c1=S,-8,0,-3,0,-5,0.7,10,0,0
Cc1cc(NC2=CC(=O)C(=O)c3ccccc32)no1,7,6,0,7,-4,-1.0,6,11,2
CCOc1ccc(Nc2nc(C)cc(C)c2C#N)cc1,7,0,2,1,-5,-1.6,4,-1,4
Cc1csc(NC(=O)CN2C(=O)COc3ccc(Cl)cc32)n1,4,6,0,10,10,2.7,-12,-25,-1
Cc1ccc(NC2CC(=O)N(CCc3ccccc3)C2=O)cc1 (stereo unspecified),11,4,2,1,-2,-0.3,3,4,1
CC1(C)C(=O)CC[C@]2(C)C3C(=O)C=C4[C@H]5C[C@@](C)(C(=O)O)CC[C@]5(C)CC[C@]4(C)[C@]3(C)CC[C@@H]12 (stereo partly specified),21,16,2,-1,0,2.3,6,6,-6
CCn1cc(C(=O)NCCCOC(C)C)c2cc(OC)c(OC)cc2c1=O,14,1,0,-10,-8,0.4,-8,-7,4
CCOc1cccc2sc(=NC(=O)c3ccco3)n(CC(=O)OC)c12,5,5,0,7,36,0.4,-11,0,-15
CSc1nnc(C)c(=O)n1COC(=O)COc1ccc(Cl)cc1Cl,13,3,-5,13,-1,-1.8,-7,21,-2
O=c1cc(-c2ccccc2Cl)c2c([nH]1)CCC2,12,1,1,0,-8,-1.2,-1,-3,0
Cc1ccccc1Oc1ccc2c(c1)[C@@H]1C[C@H](N(C)C(=O)c3ccco3)[C@H]([C@H](C)O)C(=O)N1CC2,20,5,3,-2,-6,2.6,3,2,2
c1ccc2cc(C3CCCCC3)ncc2c1,-2,7,4,10,16,-0.1,5,-13,4
O=C(O)CCCC(=O)Nc1ccccc1Oc1ccccc1,16,5,1,1,9,-0.3,6,-2,-8
Cc1ccc(SCCC(=O)N/N=C/c2cccnc2)cc1,5,4,-1,-5,12,-0.6,-9,-6,-10
COc1ccc(COc2ccccc2C(=O)NCc2ccccc2)cc1F,-1,10,4,28*,71*,-0.4,-19,-24,-15
CCC(=O)Nc1nc2ccc(NC(=O)COc3ccccc3)cc2s1,3,1,-3,11,-3,1.4,-7,-3,-2
CCCCN(CCCC)CCNC(=O)CNC(=O)c1cccs1,13,10,-2,-2,-19,1.0,-2,-12,7
NC(=O)COC(=O)C12CC3CC(CC(O)(C3)C1)C2,3,8,0,0,-6,-0.9,-2,-12,1
